IkB sig inh – IkB Signaling; ABC-DLBCL IkBa-CBG/CBR dual luciferase ratio, 4 h; response scale: scaled: untreated 0%, proteasome inhibitor 100%; AID 445, 2006; 110,000 compounds, 0.04% hits; Potency, µM (highest dose often 57.1 µM), without a hit: at the highest dose IkBa stabilization activation; active = well fitted curve in the direction sought with a large enough effect in the signal ratio, not every such curve was filed as active; the % refers to the signal ratio;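 also: the direction sought is a rising ratio; 0% = basal untreated cells and 100% = reference inhibitor full response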
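In this assay, an IκBα–CBG68 fusion accumulates when IKK-driven degradation is blocked; native CBR normalizes for cell number. OCI-Ly3 cells were treated 4 h with compound and doxycycline, then green and red light read after Chroma-Glo addition.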
p53ts 32C kill – qHTS Screen for Compounds that Selectively Target Cancer Cells with p53 Mutations: Cytotoxicity of p53ts Cells at the Permissive Temperature; 130,000 compounds, 0.93% hits; H1299-p53A138V at 32C, ATP luminescence viability, 24 h; Potency, µM (top dose mostly 46.1 µM), for the others: top-dose activity change, negative = cytotoxicity, usual class: cytotoxic;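 also: 0% = DMSO and -100% = full killing by reference compound; nearly all actives have a fitted effect of over 55% in size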
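Viability by ATPlite luminescence after 24 h compound treatment (up to 46 uM) at the permissive 32C. Cells are H1299 carrying p53 A138V. Scale runs from DMSO basal to 100 uM tamoxifen as full kill; AC50 from Hill fits.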
p53ts 39C kill – qHTS Screen for Compounds that Selectively Target Cancer Cells with p53 Mutations: Cytotoxicity of p53ts Cells at the Nonpermissive Temperature | H1299-p53A138V viability at 39C, ATP luminescence, 24 h | Potency, µM (highest dose often 46.1 µM), for the others: top-dose activity change, negative = cell killing, actives largely listed as cytotoxic | 130,000 compounds, 1.5% hits; also: nearly all actives have a fitted effect of over 55% in size
Peg3 imprint – qHTS Assay for Compounds that Induce Erasure of Genomic Imprints. mouse ES Peg3-LacZ reporter, beta-gal luminescence, 40 h. Potency, µM (titrated, usually from 60.7 µM), without a hit: top-dose activity change, positive = activation, usual class: activators. 110,000 compounds, 0.02% hits;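 also: 0% = negative control wells on the plate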
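Each well holds 300 Peg3LacZ-Neo (maternal) female ES cells incubated 40 h at 37C, 5% CO2. LacZ is measured by BetaGlo luminescence, with AC50 and maximum efficacy derived from dose-response curves.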
* marks the source's active call; other numbers are inactive results; [ ] = another dose, or the depositor's remark. Unless noted, calls follow the shape of the dose curve; as a rule, active = well fitted curve in the direction sought with a large enough effect; inconclusive = small, poorly fitted or top-dose-only effect, or another doubt; inactive = no such curve, though single readings can be large; an effect the other way counts as inactive or inconclusive. Unless noted, % is scaled to controls: 0 for no effect and ±100 for the full control effect; potency is read from the fitted curve at half-maximal effect. An unsorted share of the library; any-hit rate near 1.7%.

SMILES	IkB sig inh	p53ts 32C kill	p53ts 39C kill	Peg3 imprint
Cc1nc(-c2ccccc2)sc1C(N)=O	-1.6%	9%	-1%	-23%
Cn1cccc1Cc1nnc(SCC(=O)N2CCOCC2)n1-c1ccc(F)cc1	-1.5%	0%	4%	-10%
COc1ccc(NC(=O)c2sc3nc4n(c(=O)c3c2C)CCC4)cc1Cl	3.1%	5%	0%	-7%[10.9 µM]
CCOC(=O)N1CCN(C(=O)C2CCCN(c3ncnc4c3sc3cccc(F)c34)C2)CC1 (stereo not drawn)	-0.4%	14%	-5%	-19%
O=C(NCC1COc2ccccc2O1)Nc1ccccc1F (stereo not drawn)	0.2%	4%	10%	-13%

Structures from the list above containing a thiophene ring, fused or not (two):
SMILES	IkB sig inh	p53ts 32C kill	p53ts 39C kill	Peg3 imprint
COc1ccc(NC(=O)c2sc3nc4n(c(=O)c3c2C)CCC4)cc1Cl	3.1%	5%	0%	-7%[10.9 µM]
CCOC(=O)N1CCN(C(=O)C2CCCN(c3ncnc4c3sc3cccc(F)c34)C2)CC1 (stereo not drawn)	-0.4%	14%	-5%	-19%

An excerpt from above, reduced to p53ts 39C kill, Peg3 imprint and IkB sig inh:
compound,p53ts 39C kill,Peg3 imprint,IkB sig inh
CCOC(=O)N1CCN(C(=O)C2CCCN(c3ncnc4c3sc3cccc(F)c34)C2)CC1 (stereo not drawn),-5%,-19%,-0.4%
O=C(NCC1COc2ccccc2O1)Nc1ccccc1F (stereo not drawn),10%,-13%,0.2%

Grouped by structure, those above containing a carbonyl joined to an NH by a bond outside any ring (three)
SMILES	IkB sig inh	p53ts 32C kill	p53ts 39C kill	Peg3 imprint
Cc1nc(-c2ccccc2)sc1C(N)=O	-1.6%	9%	-1%	-23%
COc1ccc(NC(=O)c2sc3nc4n(c(=O)c3c2C)CCC4)cc1Cl	3.1%	5%	0%	-7%[10.9 µM]
O=C(NCC1COc2ccccc2O1)Nc1ccccc1F (stereo not drawn)	0.2%	4%	10%	-13%
